Bioassay records: PubChem, several laboratories
TRPC6 activator = activates the mouse TRPC6 cation channel; B-score at 10 µM; Q61143; 310,000 compounds, 0.13% hits; HEK293-TRPC6 membrane potential dye fluorescence; stronger effect = higher value;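 active = B-score of the integrated fluorescence ratio above library mean plus 3 SD, and starting fluorescence ratio within library mean plus 5 SD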;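 note: higher score means more depolarization so channel activation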
TRPC4 potent = allosteric potentiators of mouse TRPC4 channel | B-score at 10 µM | HEK293 TRPC4beta/mu-opioid, DAMGO EC20, Fluo-4 Ca2+ flux; stronger effect = higher value | Q9QUQ5 | 310,000 compounds, 0.42% hits;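 active = B-score of calcium response area above 5 SD of library B-scores, with initial fluorescence ratio within 5 SD of library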;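 note: B-score of integrated fluorescence ratio over time as area under calcium response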
Target sequence (Q9QUQ5 whole entry, looked up): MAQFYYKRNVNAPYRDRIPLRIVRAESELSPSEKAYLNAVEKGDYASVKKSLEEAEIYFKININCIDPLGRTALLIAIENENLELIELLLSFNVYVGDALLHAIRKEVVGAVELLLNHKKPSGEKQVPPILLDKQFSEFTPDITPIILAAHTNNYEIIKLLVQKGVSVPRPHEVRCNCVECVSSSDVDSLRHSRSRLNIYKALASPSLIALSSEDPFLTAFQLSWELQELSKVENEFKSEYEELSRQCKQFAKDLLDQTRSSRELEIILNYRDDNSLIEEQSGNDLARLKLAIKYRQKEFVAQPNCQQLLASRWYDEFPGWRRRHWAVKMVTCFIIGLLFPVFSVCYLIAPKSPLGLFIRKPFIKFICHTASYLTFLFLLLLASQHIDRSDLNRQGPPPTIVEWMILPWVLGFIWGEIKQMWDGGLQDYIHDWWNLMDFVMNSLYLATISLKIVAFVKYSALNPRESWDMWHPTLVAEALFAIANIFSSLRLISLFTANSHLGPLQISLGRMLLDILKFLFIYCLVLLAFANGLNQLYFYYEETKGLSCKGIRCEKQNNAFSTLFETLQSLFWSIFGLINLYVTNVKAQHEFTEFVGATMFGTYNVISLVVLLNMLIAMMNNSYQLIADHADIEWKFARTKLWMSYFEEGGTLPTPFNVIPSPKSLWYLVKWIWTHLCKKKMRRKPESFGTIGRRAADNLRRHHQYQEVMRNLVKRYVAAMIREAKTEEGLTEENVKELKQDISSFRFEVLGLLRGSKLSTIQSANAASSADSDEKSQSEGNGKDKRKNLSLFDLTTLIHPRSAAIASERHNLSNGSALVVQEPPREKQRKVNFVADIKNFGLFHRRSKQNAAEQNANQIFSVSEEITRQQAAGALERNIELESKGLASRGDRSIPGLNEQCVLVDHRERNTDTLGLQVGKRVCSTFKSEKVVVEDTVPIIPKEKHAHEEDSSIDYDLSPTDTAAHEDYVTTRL
TMEM16A inh = mouse TMEM16A channel inhibition, primary screen | Q8BHY3 | HEK293 TMEM16A/YFP iodide influx fluorescence, ionomycin | normalized B-score (activity score, 25-100; higher = stronger inhibition) at 10 µM | 310,000 compounds, 1.2% hits | AID 588511;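 active = ratio plate-corrected score three or more library SD toward inhibition, starting fluorescence score within five deviations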;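 note: score derived from kinetic fluorescence span divided by baseline fluorescence per well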
MrgX1 PAM = human MrgX1 positive allosteric modulation, primary screen | Q96LB2 | MrgX1-HEK293, Fluo-4 calcium flux, FDSS; stronger effect = higher value | B-score at 10 µM | 310,000 compounds, 0.63% hits;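 active = plate-corrected calcium response at least 3 library SD above typical, normal starting fluorescence, not activating the receptor alone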;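 note: compound read alongside a low EC10 to EC30 dose of BAM8-22 agonist; peak minus trough fluorescence over baseline measured at the second addition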
TMEM16A act = mouse TMEM16A channel activation, primary screen. HEK293 TMEM16A/YFP-H148Q/I152L, iodide quench fluorescence; stronger effect = lower value. B-score at 10 µM. 340,000 compounds, 0.3% hits. AID 623877;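 active = fluorescence-ratio B-score plate-corrected deviation score at least 3 library SD below zero, with starting fluorescence score within 5 deviations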;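 note: channel opened by trigger with iodide after compound preincubation; score built on the fluorescence ratio of max minus min over baseline; more negative score means more quench and so TMEM16A activation or potentiation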
MrgX1 antag = blocks BAM8-22 activation of human MrgX1 receptor; MRGX1-HEK293 calcium flux, Fluo-4, BAM8-22 antagonism; stronger effect = lower value; 310,000 compounds, 1.3% hits; Q96LB2; B-score at 10 µM;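 active = calcium-response B-score plate-corrected more than 3 library SD below zero, starting fluorescence within 5 deviations, no agonist response on first addition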;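 note: peak minus trough fluorescence over baseline after final BAM8-22 challenge near maximal dose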
MrgX1 agonist = agonists of human MrgX1 receptor. Q96LB2. B-score at 10 µM. MrgX1-HEK293 cells, Fluo-4 calcium fluorescence, agonist mode; stronger effect = higher value. 310,000 compounds, 0.44% hits;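 active = calcium response B-score plate-corrected fluorescence ratio at least 3 library SD, with starting fluorescence B-score inside 5 SD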
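times = overnight plating, then 30 min 37 °C plus 30 min room-temperature dye loading | assay system = stable human MrgX1 HEK293 cell line | input = fifteen thousand cells per well | signal = kinetic calcium dye fluorescence, Fluo-4 NW | dosing = compound delivered in addition one of three | read-out = B-scored fluorescence response ratio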
TRPC4 inh = TRPC4 (mouse) channel inhibition. Q9QUQ5. HEK293 TRPC4beta/mu-opioid, DAMGO-evoked Fluo4 calcium flux; stronger effect = lower value. B-score at 10 µM. 300,000 compounds, 0.39% hits;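 active = B-score over 3 SD under the library average, no early fluorescence shift, positive overall ratio signal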
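Test system – stable TRPC4beta/mu-opioid receptor HEK293 cells · Probe or stimulus – DAMGO, a submaximal dose followed by a maximal one · Dosing – one concentration per compound · Signal – Fluo4 calcium fluorescence by kinetic imaging, 5 s 1 Hz baseline · Evaluation – per-well B score of integrated baseline-normalized Fluo4 ratio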
TRPC6 inhibitor = blocks the mouse TRPC6 cation channel; Q61143; HEK293-TRPC6, membrane potential dye, ACh-evoked depolarization; stronger effect = lower value; B-score at 10 µM; 310,000 compounds, 1.1% hits; AID 2553;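 active = B-score under library mean minus 3 SD, initial fluorescence not abnormally high, positive integrated signal ratio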;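 note: B-score derived from integrated fluorescence ratio over the kinetic read; more negative B-score means stronger inhibition of depolarization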
SKKanGAS inh = inhibitors of SKKanGAS S. pyogenes growth in kanamycin (SK-promoter or general growth effect) | BacTiter-Glo, 6 h | inhibition, % at 7.5 µM | 300,000 compounds, 1.3% hits | AID 1662;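 active = mean replicate score, as percent of positive control median, at least 50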;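 note: strain carries kanamycin resistance gene driven by streptokinase promoter and grows in 40 µg/ml kanamycin; loss of luminescence reflects streptokinase promoter inhibition or plain growth inhibition; 0% = median of DMSO wells and 100% = positive control at its reference dose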
TRPC4 agonist = activators of mouse TRPC4 channel | 310,000 compounds, 0.49% hits | B-score at 10 µM | Q9QUQ5 | HEK293 TRPC4beta/mu-opioid, Fluo4 calcium fluorescence; stronger effect = higher value;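 active = B-score above 5 SD of library B-scores, and initial fluorescence ratio not above library mean plus 5 SD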;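 note: positive B-score marks a calcium rise read as TRPC4 activation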
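Material: HEK293 stable line with TRPC4beta plus mu-opioid receptor; technique: Fluo4 calcium-sensitive dye fluorescence, kinetic, 1 Hz baseline; timing: Fluo4 dye loading 45 min at room temperature, 110 s recording; controls: assay buffer as low control, maximal DAMGO as high control; read-out: integrated baseline-normalised fluorescence ratio, converted to per-well B score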
Active calls of the source: *; i = inactive; · = not tested or not shown.

Second line of a record – TRPC6 activator, TRPC4 potent, TMEM16A inh, MrgX1 PAM, TMEM16A act, MrgX1 antag, MrgX1 agonist, TRPC4 inh, TRPC6 inhibitor, SKKanGAS inh, TRPC4 agonist
Cc1cc(N2CCCCC2)nc2ccccc12
  i, i, i, i, i, i, i, -6*, i, -6, i
O=C(CCC(=O)c1cccs1)OCC(=O)N1CCN(S(=O)(=O)c2ccccc2)CC1
  i, i, i, i, i, i, i, i, i, -3, i
O=C(NCCCn1ccnc1)C(=O)NCc1ccccc1
  i, i, i, i, i, i, i, i, i, 2, i
NCCCC[C@@H](C(=O)NCCCCCCCCCCC(=O)N1CCNCC1)n1cc(CCO)nn1
  ·, ·, i, i, i, i, i, ·, ·, 0, ·
O=C(NC1CCCCC1)N1CCN(C2CCCCC2)CC1
  i, i, i, i, i, i, i, i, i, -1, i
COc1cccc(CNC(=O)c2ccc(OCC(=O)N3CCOCC3)c(OC)c2)c1
  i, i, i, i, i, i, i, i, i, -6, i
CCOc1ncccc1C(=O)N(C)CC(=O)Nc1ccc(C)cc1
  i, i, i, i, i, i, i, i, i, 5, i
COc1cccc(CNc2nc3ccccc3n2CCN2CCCCC2)c1
  i, i, i, i, i, i, i, i, -6.1*, 1, i
CS(=O)(=O)N1CCc2cc(S(=O)(=O)Nc3ccc4c(c3)OCCO4)ccc21
  i, i, i, i, i, i, i, i, i, -5, i
CCOC(=O)CCSc1n[nH]c(=S)s1
  i, i, i, i, i, i, i, i, i, 22, i
CC1(C)CN=C(NC2CCCCC2)S1
  i, i, i, i, i, i, i, i, i, -4, i
CCCCNC(=O)C1(O)c2cc(Br)ccc2NC(=O)N1c1cccc(OC)c1 (stereo not given)
  i, i, i, i, i, i, i, i, i, -3, i
NC(=O)c1ccc(Oc2ccc(-c3nnco3)cc2)c([N+](=O)[O-])c1
  i, i, i, i, i, i, i, i, i, -1, i
O=C(NCC1CCCO1)C(c1ccc(F)cc1)N(Cc1ccc(F)cc1)C(=O)Cn1nnc(-c2cccs2)n1 (stereo not given)
  i, i, i, i, i, i, i, i, i, 10, i
CC1CCN(C(=O)c2ccc(S(=O)(=O)Cc3ccccc3F)c([N+](=O)[O-])c2)CC1
  i, i, i, i, i, i, i, i, i, -10, i
Cc1ccnc(NS(=O)(=O)c2ccc(NC(=O)COc3ccccc3)cc2)n1
  i, i, i, i, i, i, i, i, i, -2, i
O=C(O)CCC(=O)Nc1ccc(Br)cc1C(=O)c1ccccc1
  i, i, i, i, i, i, i, i, i, -4, i
O=C(COC(=O)/C=C/c1ccc([N+](=O)[O-])cc1)NCc1ccco1
  i, i, i, i, i, i, i, i, i, -8, i
CC(=O)c1cn(CCCCCCCn2cc(C(C)=O)c(=O)[nH]c2=O)c(=O)[nH]c1=O
  i, i, i, i, i, i, i, i, i, -11, i
O=C(COc1ccccc1Cl)Nc1cccnc1
  i, i, i, i, i, i, i, i, i, 0, i
C=CCOC(=O)Nc1c(C(=O)OC)[nH]c2ccc(Cl)cc12
  i, i, i, i, i, i, i, i, i, -9, i
COc1ccc2oc(C(F)(F)C(F)F)cc(=O)c2c1
  i, i, i, i, i, i, i, i, i, -6, i
CCCc1cc(=O)oc2cc(C)cc(OCC(=O)Nc3cccnc3)c12
  i, i, i, i, i, i, i, i, i, -7, i
CCC(=O)Nc1ccc(S(=O)(=O)N2CCc3ccccc32)cc1
  i, i, i, i, i, i, i, i, i, 15, i
Cc1cccc(/C=C(\c2nc3ccccc3[nH]2)S(=O)(=O)c2ccccc2)c1
  i, i, ·, ·, i, ·, ·, i, i, 3, i
Cc1ccc(C(=O)NCC(=O)NCCCc2ccccc2)cc1
  i, i, i, i, i, i, i, i, i, 2, i
Cc1nc(C)c(-c2csc(Nc3ccc(O)cc3C)n2)s1
  i, i, i, i, i, i, i, i, i, -1, i
COc1cccc(CN2CCNC(=O)C2CC(=O)NCCn2ccc3ccccc32)c1OC (stereo not given)
  i, i, i, i, i, i, i, i, i, 4, i
Cn1c(OCc2cccnc2)nc2c1c(=O)n(Cc1ccc(Cl)cc1)c(=O)n2C
  i, i, i, i, i, i, i, i, i, 14, i
CCOc1ccc(C(=O)C(C)OC(=O)c2cnc(C)cn2)cc1 (stereo not given)
  i, i, i, i, i, i, i, i, i, -1, i
COCCCNC(=S)N1CCN(c2nc(-c3cccc(OC)c3)cs2)CC1
  i, i, i, i, i, i, i, i, i, -8, i
O=C(CN1C(=O)NC(Cc2ccccc2)C1=O)NC(=O)NC1CCCCC1 (stereo not given)
  i, i, i, i, i, i, i, i, i, -1, i
CC(C)n1nc(C(=O)OCC(=O)N(C)C2CCS(=O)(=O)C2)c2ccccc2c1=O (stereo not given)
  i, i, i, i, i, i, i, i, i, -3, i
COC(=O)c1ccc(N=NNc2cccc(Br)c2)cc1
  ·, ·, i, i, i, i, i, ·, ·, ·, ·
COc1ccc(CCNC(=O)c2cc([N+](=O)[O-])cc([N+](=O)[O-])c2)cc1OC
  i, i, i, i, i, i, i, i, i, 8, i
CC(C)c1nc(N2CCN(C(=O)c3ccccc3)CC2)c(C#N)c2c1COC(C)(C)C2
  i, i, i, i, i, i, i, i, i, 3, i
CCO[C@H]1OC(C(=O)N2CCN(Cc3ccc4c(c3)OCO4)CC2)=C[C@@H](c2ccc(Br)cc2)[C@@H]1CCCO
  i, i, i, i, i, i, i, i, i, 12, i
CCn1cc(S(=O)(=O)Nc2cc(F)ccc2C)cn1
  i, i, i, i, i, i, i, i, i, -16, i
COc1ccc(CCN2C(=O)CC(Cc3ccc(C)cc3)C2=O)cc1OC (stereo not given)
  i, i, i, i, i, i, i, i, i, -6, i
O=C(COC(=O)C1=COCCO1)Nc1ncc(Cl)cc1Cl
  i, i, i, i, i, i, i, i, i, 25, i
Cc1nn(C)c(C)c1NS(=O)(=O)c1ccccc1
  i, i, i, i, i, i, i, i, i, 3, i
O=C1CSC(c2ccccc2F)N1 (stereo not given)
  i, i, i, i, i, i, i, i, i, -11, i
CCOC(=O)CSCc1c(C#N)c2ccccc2n1C
  ·, ·, i, i, i, i, i, ·, ·, ·, ·
CCOc1ccc(CCNC(=O)COC(=O)c2ccc(C)s2)cc1OCC
  i, i, i, i, i, i, i, i, i, -1, i
COc1cccc(-n2c(SCC(=O)OC(C)C)nnc2-c2cccnc2)c1
  i, i, i, i, i, i, i, i, i, 1, i
COc1ccccc1CNC(=O)c1ccc2c(=O)n(CCCN3CCCC3=O)c(=S)[nH]c2c1
  i, i, i, i, i, i, i, i, i, 0, i
O=C(N/N=C/c1ccc(-c2ccc(Cl)c(C(=O)O)c2)o1)c1cc2c(ccc3ccccc32)o1
  i, i, i, i, i, -9.8*, i, i, i, 61*, i
CC(C)C(=O)Nc1c(-c2ccccc2Cl)c(=O)c2ccccc2n1C
  i, i, i, i, i, i, i, i, i, 1, i
CC(C)Cc1nc2oc3c(N4CCN(C)CC4)ncnc3c2c2c1CCCC2
  i, i, ·, ·, ·, ·, ·, i, i, 4, i
C=CCNC(=O)C(C#N)c1nc2ccccc2nc1N1CCCCCC1 (stereo not given)
  i, i, i, 7.7*, i, i, i, i, i, 10, i
CCOCC(=O)Nc1nc(-c2ccccc2)c(CC)s1
  i, i, i, i, i, i, i, i, i, -2, i
COc1ccccc1CN1CCNC(=O)C1CC(=O)NC1CCCCCC1 (stereo not given)
  i, i, i, i, i, i, i, i, i, 5, i
Cc1nc2ccc(NC(=O)c3ccc(Cl)nc3)cc2s1
  i, i, i, i, i, i, i, i, i, -10, i
O=C(Oc1cccnc1)c1ccc(Cl)cc1
  i, i, i, i, i, i, i, i, i, 2, i
CCn1c(=O)c2cc(C(=O)N3CCN(C)CC3)sc2c2ccccc21
  i, i, i, i, i, i, i, i, i, 3, i
Cc1ccc(S(=O)(=O)NCC(=O)OCc2ccccc2)cc1
  i, i, i, i, i, i, i, i, i, -10, i
COc1cc(-c2csc(NC3CCCCC3)n2)cc(OC)c1OC
  i, i, i, i, i, i, i, i, i, 0, i
O=C(c1ccc2ccccc2c1)N1CCN(c2ccc([N+](=O)[O-])c(N3CCOCC3)c2)CC1
  i, i, i, i, i, i, i, i, i, 7, i
O=C(NCCNS(=O)(=O)c1cccc(C(F)(F)F)c1)c1cc(OCC(F)(F)F)ccc1OCC(F)(F)F
  i, i, i, i, i, i, i, i, i, 2, i
CCN(CC)CCNC(=O)Cc1c(C(=O)O)n(CC)c2ccccc12
  i, i, i, i, i, i, i, i, i, 1, i

New compounds follow
Second line of a record – TRPC6 activator, TRPC4 potent, TMEM16A inh, MrgX1 PAM, TMEM16A act, MrgX1 antag, MrgX1 agonist, TRPC4 inh, TRPC6 inhibitor, SKKanGAS inh, TRPC4 agonist
CC(=O)c1c(C)[nH]c(C(=O)NCc2ccccc2)c1C
  i, i, i, i, i, i, i, i, i, -1, i
COc1cc(/C=C2/SC(=S)N(CC3CCCO3)C2=O)ccc1O (stereo not given)
  16*, i, i, i, i, -8.6*, i, i, i, 8, i
Cc1ccc(S(=O)(=O)N2CCOCC2)cc1NC(=O)CSc1nc(N)cc(=O)[nH]1
  i, i, i, i, i, i, i, i, i, 3, i
O=C(CSc1nnnn1-c1ccccc1F)NNC(=O)c1ccco1
  i, i, i, i, i, i, i, i, i, 0, i
CCOC(=O)C1CCN(C(=O)CSc2n[nH]c(=O)[nH]c2=O)CC1
  i, i, i, i, i, i, i, i, i, -1, i
NC(=S)N/N=C/c1ccccc1OCCSc1ccc(Cl)cc1
  i, i, i, i, i, i, i, i, i, 14, i
CC(/C=N/Nc1nc(C)cc(=O)[nH]1)=C\c1ccccc1
  i, i, i, i, i, i, i, i, i, -5, i
Cc1cccc2cc(CN(Cc3ccco3)C(=O)NC3CCCCC3)c(=O)[nH]c12
  i, i, i, i, i, i, i, i, i, 4, i
COc1ccc(OC)c(C2C(C(=O)c3ccco3)=C(O)C(=O)N2CC2CCCO2)c1 (stereo not given)
  i, i, i, i, i, i, i, i, i, 2, i
